Screens deposited in PubChem BioAssay by several laboratories.
TbHK1 inh: T. brucei hexokinase 1 inhibition | recombinant TbHK1, G6PDH-coupled NADH A340 | inhibition, % at 10 µM | hit rate 0.11% among 220,000 | AID 1430;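 active means inhibition of 50% or more in the single-dose primary screen; inactive means inhibition below 50%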
14-3-3 Bad PPI: disrupts binding of bovine 14-3-3 zeta to phospho-Bad peptide; P63103; TR-FRET 14-3-3zeta/Dy647-pBad peptide displacement, 1 h; hit rate 0.71% among 220,000; inhibition, % at 21.7 µM;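 active means inhibition above about 70%, limit read from the data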;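 further: 0% = full 14-3-3 plus peptide FRET controls and 100% = background without 14-3-3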
Target sequence (P63103 whole entry, looked up): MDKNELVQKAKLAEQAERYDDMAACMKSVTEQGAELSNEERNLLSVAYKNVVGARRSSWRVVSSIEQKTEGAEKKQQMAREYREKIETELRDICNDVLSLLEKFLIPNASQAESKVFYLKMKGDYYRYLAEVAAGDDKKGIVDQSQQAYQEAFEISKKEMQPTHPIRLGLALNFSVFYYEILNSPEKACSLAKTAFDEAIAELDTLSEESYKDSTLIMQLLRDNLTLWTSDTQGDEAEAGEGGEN
EBV gp42 block: EBV gp42 inhibition. Q1HVG2. Fluorescence polarization binding assay, mP read-out. inhibition, % (tested at 21.74 µM). hit rate 0.42% among 220,000; in the data active means inhibition above about 50%
Target sequence (Q1HVG2 whole entry, looked up): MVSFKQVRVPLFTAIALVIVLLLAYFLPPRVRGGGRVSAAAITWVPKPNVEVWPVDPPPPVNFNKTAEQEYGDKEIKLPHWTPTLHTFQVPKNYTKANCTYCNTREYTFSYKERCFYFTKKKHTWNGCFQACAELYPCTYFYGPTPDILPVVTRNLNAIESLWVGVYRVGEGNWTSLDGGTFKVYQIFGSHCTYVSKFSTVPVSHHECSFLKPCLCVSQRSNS
Hck-Nef inh: blocks Nef-activated human Hck kinase. hit rate 0.68% among 220,000. inhibition, % at 20 µM. AID 463187. P08631. Recombinant Hck-YEEI plus Nef, Z-Lyte FRET kinase assay;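 active means Hck-Nef kinase inhibition above about 50%, limit read from the data; inactive means inhibition below that limit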;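 further: 0% = DMSO with Hck plus Nef and 100% = Hck alone without Nef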
Target sequence (P08631 whole entry, looked up): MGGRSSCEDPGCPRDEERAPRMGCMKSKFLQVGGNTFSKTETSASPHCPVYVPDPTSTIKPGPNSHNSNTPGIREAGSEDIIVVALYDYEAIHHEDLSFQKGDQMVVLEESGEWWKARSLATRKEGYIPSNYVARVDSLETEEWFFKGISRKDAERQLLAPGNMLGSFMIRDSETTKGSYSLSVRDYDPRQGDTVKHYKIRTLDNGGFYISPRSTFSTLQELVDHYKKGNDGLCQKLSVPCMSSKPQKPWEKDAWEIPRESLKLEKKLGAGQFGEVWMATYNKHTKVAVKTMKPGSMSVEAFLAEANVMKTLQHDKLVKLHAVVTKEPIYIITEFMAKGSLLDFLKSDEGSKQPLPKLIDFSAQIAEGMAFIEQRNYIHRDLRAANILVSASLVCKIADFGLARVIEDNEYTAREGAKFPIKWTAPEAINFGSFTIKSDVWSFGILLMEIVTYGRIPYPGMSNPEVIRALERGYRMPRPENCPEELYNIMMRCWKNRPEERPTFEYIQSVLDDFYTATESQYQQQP
MDM2 E3 inh: Mdm2 E3 ligase (human) inhibition. Q00987. cell-based MDM2 ubiquitination luciferase reporter, 2 h; 0 = plate control, 100 = twice control, blank-subtracted. signal enhancement, % at 5 µM. hit rate 0.11% among 210,000. AID 1230;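 active means signal enhancement of 30% or more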;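 further: luminescence tracks abundance of the self-degrading MDM2-luciferase fusion protein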
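test system = mammalian cells stably expressing self-ubiquitinating, self-degrading MDM2 E3–luciferase fusion | quantity = 2000 cells/well | incubation = cell settling 4 h, compound treatment 2 h, both 37 °C | signal = luminescence with SteadyLite reagent, 15 min at room temperature | evaluation = % enhancement relative to plate controls after blank subtraction | benchmarks = plate controls and plate blanks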
Runt-CBFb FRET: Runt domain-CBFb interaction inhibition; inhibition, % at 20 µM; Q01196+Q13951; Cerulean-Runt/Venus-CBFb FRET ratio 530/480, 1 h; hit rate 0.46% among 220,000;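 active means inhibition over about 50% at 20 µM in the single-dose screen, limit read from the data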;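 further: 0% = DMSO wells and 100% = excess unlabeled CBFb competitor control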
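Schedule: protein complex preformed 1 h, compound exposure 1 h, room temperature, dark; test system: Cerulean-labeled Runt domain protein; amount: 100 nM per protein; buffer or medium: Tris 50 mM pH 7.5, KCl, K2SO4, 0.01% BSA; read-out: loss of energy transfer signal; detection: FRET fluorescence; controls: 5 µM unlabeled CBFb as full-inhibition high control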
Runt-SMMHC FRET: Runt domain-CBFb-SMMHC interaction inhibition | Cerulean-Runt/Venus-CBFb-SMMHC FRET ratio 530/480, 1 h | inhibition, % at 20 µM | hit rate 0.74% among 220,000 | Q01196+Q13951 | AID 1434;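 active means mean inhibition across duplicate retests at 20 µM reaching about 50%, limit read from the data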;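 further: 0% = DMSO wells and 100% = wells with excess untagged CBFb-SMMHC; inhibitors lower the FRET ratio by blocking Runt binding to CBFb-SMMHC; some results filed as inactive read as strong as hits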
NCF1 inh: inhibitors of human p47phox binding; P14598; AID 1274; inhibition, % at 24.7 µM; p47phox/p22phox peptide binding, fluorescence polarization, 2 h; hit rate 0.53% among 220,000;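 active means inhibition above about 30%, limit read from the data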;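 further: 0% = p47phox with labelled peptide and 100% = labelled peptide alone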
L929 necroptosis: L929 zVAD cell death inhibition; hit rate 0.38% among 220,000; viability rescue, % at 10 µM; L929 zVAD necroptosis rescue, ATP luminescence, 24 h; with zVAD 60 µM; AID 1377;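 active means activation, scaled between plate controls, above about 75%, limit read from the data; inactive means activation under that limit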;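 further: 0% = zVAD with DMSO and 100% = DMSO alone without zVAD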
An asterisk follows results filed as active; . = no result given; [ ] = dose if it differs, or a comment.

SMILES	NCF1 inh	Runt-CBFb FRET	Hck-Nef inh	EBV gp42 block	TbHK1 inh	14-3-3 Bad PPI	MDM2 E3 inh	L929 necroptosis	Runt-SMMHC FRET
O=C(CN1CCCCCC1)N1c2ccccc2C=Cc2ccccc21	-30.1	3.2	-18.6	-13.2	11.9	13.3	3.9	0.1	-0.7
Cc1ccc(C)c(CSCC(=O)NCc2cccs2)c1	0.7	-2.8	22.0	-13.7	4.1	-9.6	-13.8	0.8	0.5
COc1cc(OC)c(/C=N/n2c(C)nnc2C)c(OC)c1	3.3	-0.7	6.8	6.0	-9.7	5.7	-9.2	1.0	-0.1
Cc1ccc(NC(=O)CN(C)C(=O)c2cc3ccccc3o2)cc1	8.5	-0.5	22.6	5.0	-0.1	-15.8	-22.7	5.5	0.6
Nc1nc(CSc2nnc(-c3cccc(F)c3)n2-c2ccccc2)nc(N2CCOCC2)n1	-7.0	-0.8	2.6	-9.9	-4.2	6.6	1.6	0.1	-6.5
O=C(CSc1ncnc2c1oc1ccccc12)NC1CCCCC1	-2.6	1.3	0.6	-1.2	-7.4	12.4[fluorescence artefact?]	-28.5	1.4	-0.2
O=C(COC(=O)C1CCC(=O)N1)Nc1ccccc1Br (stereo not given)	0.8	1.8	7.1	-8.4	4.2	5.2	-11.7	0.1	2.7
O=C(COC(=O)/C=C/c1ccccc1Cl)NC(=O)Cc1ccccc1	12.6	0.8	-0.1	0.4	0.0	-1.4[fluorescence artefact?]	-9.2	1.6	-2.3
O=C(CCl)Nc1ccccc1C(=O)Nc1ccc2c(c1)OCO2	-6.5	0.8	-2.2	-7.9	0.2	1.8	-13.0	-0.2	-0.3
CC(/C=N/n1cnnc1)=C\c1ccco1	-5.5	-0.6	-6.0	-0.5	-73.4	11.4[fluorescence artefact?]	-3.2	2.9	-1.4
CCN(CC)S(=O)(=O)c1cccc(NC(=O)c2ccc(-n3nc(C)cc3C)cc2)c1	-8.2	-4.8	-0.5	3.6	0.0	7.8[fluorescence artefact?]	-10.9	1.3	-3.1
CN(C)/C=C(\C(=O)c1ccc(Cl)cc1)c1nnnn1-c1ccc(Cl)cc1	3.0	.	0.5	9.3	-21.4	6.3	-0.9	-0.5	.
O=C(NCCCn1ccnc1)/C(=C\c1cccs1)NC(=O)c1ccco1	-3.6	-0.8	-1.1	-9.5	13.1	-8.1	-5.9	0.0	5.6
Cn1c(SCc2ccccc2[N+](=O)[O-])nnc1-c1cccnc1	-5.8	-3.1	2.9	3.4	-10.3	-3.5	-16.4	1.1	-4.2
COc1ccc(-n2nnnc2S(=O)(=O)CC(=O)N2CCCCC2)cc1	-6.5	-0.7	7.0	-17.7	7.5	5.3	-19.4	79.3*	-4.1
COc1ccccc1OCC#CCSc1ncccn1	-1.6	1.5	5.1	-7.2	-4.9	-6.5	-17.9	2.1	-7.7
C[C@]12CC[C@@H]3c4ccc(O)cc4CC[C@H]3[C@@H]1C[C@@H](O)[C@@H]2O	-5.8	0.5	3.2	-13.7	0.6	2.5	.	4.1	3.6
O=C(CCC(=O)N1CCN(S(=O)(=O)c2ccc(Cl)cc2)CC1)NCc1ccccc1	-3.9	-2.4	5.2	-14.1	35.7	-5.1	3.0	0.2	1.9
O=C(CSc1ncccc1-c1nc2ccccc2[nH]1)NCc1ccco1	-23.7	3.4	1.4	19.6	-0.7	-0.2	-12.5	0.2	-2.6
Cc1ncc(C(=O)O)c(C(=O)O)c1N	3.2	1.9	27.1	-1.8	-8.8	-1.9	.	-0.6	7.0
Cc1ccc(OCCCC(=O)N2CCOCC2)c(C)c1	-9.1	2.2	-0.7	-8.6	-5.3	-6.0	-19.3	0.0	0.9
NS(=O)(=O)c1ccc(NC(=O)Nc2cccc(Cl)c2)cc1	-27.9	-0.6	15.9	-5.0	5.4	-7.7	8.5	7.6	-5.6
O=C(CSc1nc(C2CCCCC2)nc2ccccc12)NCc1ccc2c(c1)OCO2	5.6	-0.1	-0.4	-14.3	-13.0	-0.1[fluorescence artefact?]	-5.3	1.3	-4.7
Cc1cc(S(=O)(=O)N2CCN(Cc3ccccc3)CC2)c(C)s1	-8.6	2.4	19.8	3.8	3.0	23.6	-13.8	1.1	2.2
Cc1cc(=O)n2[nH]c(SCc3ccc(Cl)cc3)nc2n1	-6.2	-0.7	-1.5	3.1	-6.9	56.6	-0.9	-0.1	-2.3
COc1ccc(C2(C(=O)Nc3ccc(C(=O)O)cc3)CCOCC2)cc1	-12.6	-0.1	4.3	-18.1	-4.5	-13.3[fluorescence artefact?]	-9.1	0.6	-0.3
CCOC(=O)C(=Cc1ccc(-n2cncn2)cc1)C(=O)OCC	4.8	8.2	26.7	-15.8	-1.9	-17.3	1.4	8.4	3.4
CCCCN(CCCC)C(=O)c1nsnc1-c1ccccc1O	1.0	-0.3	-2.6	-20.0	-5.9	.	5.9	-0.6	0.5
CCOC(=O)C1(CC2CCCCO2)CCN(C(=O)Nc2ccc(SC)cc2)CC1 (stereo not given)	-5.8	-1.8	0.7	-4.7	-6.8	-3.2	-7.2	5.4	0.8
CSCc1cc(N(C)C)nc(SCc2ccc(Cl)c(Cl)c2)n1	-27.8	-9.8	2.0	-1.4	-1.3	15.6	-5.1	0.0	-4.3

Sorted by length of the SMILES (falling): part of the list above.
SMILES	NCF1 inh	Runt-CBFb FRET	Hck-Nef inh	EBV gp42 block	TbHK1 inh	14-3-3 Bad PPI	MDM2 E3 inh	L929 necroptosis	Runt-SMMHC FRET
COc1ccc(-n2nnnc2S(=O)(=O)CC(=O)N2CCCCC2)cc1	-6.5	-0.7	7.0	-17.7	7.5	5.3	-19.4	79.3*	-4.1
NS(=O)(=O)c1ccc(NC(=O)Nc2cccc(Cl)c2)cc1	-27.9	-0.6	15.9	-5.0	5.4	-7.7	8.5	7.6	-5.6
CC(/C=N/n1cnnc1)=C\c1ccco1	-5.5	-0.6	-6.0	-0.5	-73.4	11.4[fluorescence artefact?]	-3.2	2.9	-1.4

(listing goes on)
SMILES	NCF1 inh	Runt-CBFb FRET	Hck-Nef inh	EBV gp42 block	TbHK1 inh	14-3-3 Bad PPI	MDM2 E3 inh	L929 necroptosis	Runt-SMMHC FRET
O=C(NC(=S)N1CCN(c2ccc([N+](=O)[O-])cc2)CC1)c1ccc(F)cc1	3.2	-1.4	7.1	-20.9	27.0	-14.1[fluorescence artefact?]	-0.3	-0.5	-1.3
NS(=O)(=O)c1ccc(CNC(=O)CSc2ccccc2)cc1	-0.8	0.6	-0.9	0.0	1.3	41.4	-5.6	2.1	-2.2
CC(=O)Nc1cc(N=Cc2ccc(O)cc2O)c(Cl)cc1Cl	-7.7	3.7	2.1	-1.9	-23.0	-12.3	1.0	1.0	-3.8
O=C(NCc1ccccc1)C1CCCN1S(=O)(=O)c1cccc2cccnc12 (stereo not given)	47.0*	1.8	4.6	2.8	6.3	-1.2	-12.7	-0.6	-3.4
COc1cc2c3nnc(-c4ccc(F)cc4)c-3cn(Cc3cccc(F)c3)c2cc1OC	12.7	-239.4	-1.0	-27.6	6.1	-49.0	-22.7	0.8	-246.8
CCOC(=O)CN1C2=NCCN2c2ccccc21	1.2	1.6	-0.5	-1.1	0.9	9.2	-20.1	-0.1	1.5
OCCNCc1ccc(OCc2ccc(Cl)cc2Cl)cc1	-5.3	-1.2	-20.1	-2.2	9.7	-4.3	-12.3	34.5	0.2
COC(=O)[C@H](Cc1ccccc1)NC(=O)O[C@H]1C(=O)c2ccc(OC)cc2O[C@@H]1c1ccc2c(c1)OCO2	-10.0	-1.7	-3.5	-10.4	-0.1	-0.5	.	3.7	-1.8
COc1cccc(C(=O)N2CCN(C3CCN(Cc4ccccc4)CC3)CC2)c1OC	0.9	-1.0	23.9	-6.3	-8.2	22.9	.	0.3	0.2
Cc1nn(C)c(C)c1NC(=O)CC12CC3CC(CC(C3)C1)C2	-2.9	-1.3	-8.4	-5.7	1.1	-7.2	-9.5	2.3	2.7
COc1ccc2nc3oc(C(=O)Nc4ccc(OC)c(OC)c4)cc3cc2c1	-10.3	-9.7	0.7	-15.8	-27.0	9.6	-10.1	-0.2	-26.7
CCOc1ccc(C(=O)c2ccncc2)cc1	0.9	0.1	0.5	-15.3	-3.0	3.4	1.7	-0.6	3.8
CCOC(=O)/C(=C/c1c2ccccc2cc2ccccc12)NC(=O)c1ccccc1	0.1	-0.7	0.6	1.9	-3.0	6.6[fluorescence artefact?]	-11.5	-0.4	-2.0
Cc1[nH]c(=O)[nH]c(=O)c1S(=O)(=O)N1CCCC(C(=O)N2CCN(c3cccc(C(F)(F)F)c3)CC2)C1 (stereo not given)	-13.9	-9.4	23.9	-3.1	-9.2	-16.2	-17.9	3.3	-1.2
C/C(=N\NC(=O)COc1ccc(C#N)cc1)c1ccc(N2CCOCC2)cc1	3.6	-1.8	-2.5	11.3	-9.8	12.6[fluorescence artefact?]	-3.7	1.0	6.6
O=[N+]([O-])c1cccc(CSc2cccc[n+]2[O-])c1	2.2	-0.8	7.9	-2.1	4.1	2.3	-10.6	0.4	-1.4
CCC(=O)Nc1cccc(NC(=O)CSc2nnnn2C2CCCC2)c1	-2.8	0.1	4.4	-0.1	9.0	-12.7	-0.7	0.1	-6.2
CC(C)=C1C(=O)NN(c2ccc(C)c(Cl)c2)C1=O	-12.6	-0.8	2.7	-12.0	-1.9	-8.7	.	-1.0	7.0
O=C(NCc1ccccc1Cl)c1cnccc1C(F)(F)F	-11.1	-1.1	3.4	-0.2	-12.9	-2.5	-13.7	-0.2	0.4
CCSc1nnc(N2C(=O)CC(c3ccsc3)C3=C2CC(C)(C)CC3=O)s1 (stereo not given)	-43.4	2.5	23.4	1.1	-4.1	0.4	-10.8	-0.2	16.6
CCOC(=O)c1c(C)oc2ccc(OS(C)(=O)=O)cc12	3.2	1.3	13.7	-3.7	6.5	-6.8	0.7	3.0	-1.4
COc1ccc(-c2c(C(=O)O)nc3ccccc3c2C(=O)O)cc1	0.3	-0.8	0.4	0.6	-4.0	37.9	-11.1	0.1	1.1
CCN(CC)CCCN(Cc1cc2ccc(C)c(C)c2[nH]c1=O)C(=O)NC1CCCCC1	-0.8	-0.2	-0.5	-13.3	-8.4	1.6	-3.7	0.5	-0.7
COc1ccccc1/C(O)=C(\C#N)c1nc2ccccc2[nH]1	-10.4	-0.7	18.3	-16.9	-13.4	-15.2	15.0	7.0	-4.7
CC1Cc2ccccc2N1C(=O)CSc1ccccc1 (stereo not given)	-4.6	-0.9	-21.5	0.8	5.1	-4.1[fluorescence artefact?]	5.8	-0.2	-6.5
COC(=O)C1C(O)=C(C=Nc2ccc3ccccc3c2)C(=O)CC1(C)C (stereo not given)	-14.9	1.3	0.2	-4.4	-6.1	-7.9	-3.9	-1.2	5.8
O=C(NNc1nc2ccccc2s1)Nc1ccc(Cl)c(Cl)c1	-15.9	48.4	8.4	-17.1	-0.8	-0.8	.	-0.8	20.7
CC(C)NC(=O)NC(=O)COc1c(F)c(F)cc(F)c1F	2.3	-0.5	-0.6	-16.0	3.8	-4.5[fluorescence artefact?]	-5.6	0.5	-1.7
COc1ccc(S(=O)(=O)N2CCCCCC2)cc1Br	2.8	-1.5	18.2	13.0	-4.6	-3.1	-3.3	1.7	-2.1
CC1CCCCC1NC(=S)Nc1ccc(SC(F)F)cc1 (stereo not given)	-15.8	2.8	1.4	-1.8	3.6	-2.2[fluorescence artefact?]	-11.1	0.6	-3.3
